TAAR1 antagonist – antagonists of human TAAR1; Q96RJ0; CHO RD-HGA16 TAAR1, Fluo-8 calcium fluorescence, antagonist; inhibition, % at 3 µM; hit rate 1.5% among 360,000;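 active = inhibition above a per-plate cutoff, the mean inhibition of test compounds on that plate plus 3 SD, cut at about 49% in these data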;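 also: 0% = DMSO plus EC80 beta-PEA response and 100% = DMSO alone without agonist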
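Test system – hTAAR1-expressing CHO RD-HGA16 cells, Gα16-coupled · Reagent – β-PEA at EC80 concentration, post-compound challenge · Compound dosing – 3 µM, single point · Timing – 140 s kinetic read after compound, 140 s after agonist · Detection – Fluo-8 intracellular calcium dye fluorescence, real-time kinetic reads · Control set – DMSO and EC80 PEA controls · Repeats – n of 1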
TAAR1 agonist – human TAAR1 agonism | hit rate 0.99% among 360,000 | activation, % at 3 µM | Q96RJ0 | AID 624467 | CHO RD-HGA16 TAAR1, Fluo-8 calcium fluorescence; vehicle wells 0%, saturating PEA agonist 100%;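 active = activation above the mean activation of all test compounds in the run plus 3 SD, cut at about 38% in these data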
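Test system: RD-HGA16 (CHO) cells co-expressing Gα16 and hTAAR1 / Benchmarks: DMSO vehicle as 0%, PEA at EC100 as 100% / Repeats: no replicates (n 1) / Measure: % activation from peak over basal fluorescence ratio, DMSO-to-PEA scaled / Timing: 17-24 h plating, Fluo-8 75 min 37 °C, 30 min RT / Technique: kinetic Fluo-8 calcium fluorescence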
CHRM5 agonist – agonists of human muscarinic M5 receptor (CHRM5). AID 624037. activation, % at 3 µM. hit rate 0.19% among 360,000. P08912. CHO-K1 hM5 cells, Fluo-8 calcium fluorescence; 0% DMSO wells, 100% maximal acetylcholine response;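 active = activation above the run's mean over test compounds plus 3 SD, cut at about 23% in these data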;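 also: signal is peak over basal fluorescence ratio across the kinetic read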
Target sequence (P08912 whole entry, looked up): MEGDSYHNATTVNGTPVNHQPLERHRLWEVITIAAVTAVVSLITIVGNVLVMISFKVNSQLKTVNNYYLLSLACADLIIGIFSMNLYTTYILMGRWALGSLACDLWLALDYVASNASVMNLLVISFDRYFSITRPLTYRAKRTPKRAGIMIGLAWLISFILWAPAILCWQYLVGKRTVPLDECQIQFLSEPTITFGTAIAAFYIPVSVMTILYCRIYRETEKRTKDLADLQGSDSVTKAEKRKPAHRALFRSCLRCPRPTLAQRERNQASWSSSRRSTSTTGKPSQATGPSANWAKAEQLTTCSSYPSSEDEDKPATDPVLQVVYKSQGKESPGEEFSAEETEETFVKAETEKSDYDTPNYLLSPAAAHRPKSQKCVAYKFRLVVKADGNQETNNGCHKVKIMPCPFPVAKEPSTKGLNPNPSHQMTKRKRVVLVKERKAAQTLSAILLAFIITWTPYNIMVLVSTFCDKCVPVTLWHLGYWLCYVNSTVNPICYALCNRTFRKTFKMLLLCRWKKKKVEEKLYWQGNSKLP
CHRM4 PAM – positive allosteric modulators of human muscarinic M4 receptor; CHO-K1 hM4/Gqi5, Fluo-8 calcium fluorescence, ACh EC20; 0% = ACh EC20, 100% = maximal ACh; activation, % at 3 µM; hit rate 0.4% among 360,000;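 active = activation above its plate's cutoff, the mean activation of sample wells plus 3 SD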; also: some results filed as inactive read as strong as hits
Target sequence (P08173 whole entry, looked up): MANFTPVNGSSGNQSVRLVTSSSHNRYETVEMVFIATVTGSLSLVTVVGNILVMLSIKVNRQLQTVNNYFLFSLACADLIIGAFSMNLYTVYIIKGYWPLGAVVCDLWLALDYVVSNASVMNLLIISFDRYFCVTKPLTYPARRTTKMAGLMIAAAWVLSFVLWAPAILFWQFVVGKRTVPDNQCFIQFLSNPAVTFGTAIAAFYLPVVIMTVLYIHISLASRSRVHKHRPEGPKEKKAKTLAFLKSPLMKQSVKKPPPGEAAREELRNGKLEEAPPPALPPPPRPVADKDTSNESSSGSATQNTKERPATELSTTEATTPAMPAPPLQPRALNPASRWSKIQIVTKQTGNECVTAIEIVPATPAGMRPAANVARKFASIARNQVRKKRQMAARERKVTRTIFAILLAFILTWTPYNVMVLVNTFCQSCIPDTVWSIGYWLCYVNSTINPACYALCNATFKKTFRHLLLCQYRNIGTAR
M1 PAM parental – nonselective activator or artifact in parental CHO-K1 calcium assay | hit rate 0.02% among 360,000 | ATP EC20, Fluo-8 calcium fluorescence; 0% at ATP EC20, 100% at ATP max | activation, % at 3 µM;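 active = activation above the run cutoff, the mean activation of all test compounds plus 3 SD, cut at about 40% in these data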;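 also: peak over basal fluorescence ratio in a 140 s read after ATP addition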
M5 PAM – CHRM5 positive allosteric modulation; P08912; CHO-K1 hM5, Fluo-8 calcium, ACh EC20 PAM; 0% = ACh EC20, 100% = ACh EC100; activation, % at 3 µM; hit rate 0.3% among 360,000;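 active = activation above the run cutoff, the mean activation of all test compounds plus 3 SD, cut at about 18% in these data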
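System: CHO-K1 hM5 cells. Reagent: acetylcholine, EC20 level. Compound dosing: single dose, 3 µM nominal final test concentration. Timing: Post-acetylcholine fluorescence recording 140 s. Detection: Fluo-8 calcium fluorescence. Read-out: % activation, ACh-normalized. Benchmarks: ACh EC20 and EC100 wells. Repeats: singlicate, one well per test compound.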
CRFR2-BP antag – antagonists of CRF-binding protein/CRF-R2 receptor complex | HEK293 CRF-R2/CRF-BP, CRF-induced calcium fluorescence | inhibition, % at 11.8 µM | hit rate 0.59% among 350,000 | AID 588475;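 active = inhibition of the ligand-induced calcium signal above about 50% at the single tested concentration, limit read from the data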
CHRM5 antagonist – antagonists of human muscarinic M5 receptor (CHRM5) | AID 624040 | P08912 | CHO-hM5 cells, Fluo-8 calcium fluorescence, ACh EC80 | inhibition, % at 3 µM | hit rate 0.59% among 360,000;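 active = inhibition above a per-plate cutoff, the mean of that plate's test compounds plus 3 SD, cut at about 27% in these data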;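 also: 0% = acetylcholine EC80 with DMSO and 100% = DMSO without agonist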
CRFR2-BP ag – CRF-BP/CRF-R2 complex agonism. HEK293 CRF-R2/CRF-BP, calcium dye fluorescence (FLIPR); percent of saturating CRF peptide response. hit rate 0.46% among 350,000. activation, % at 13.2 µM;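 active = activation of at least 50%, plus an integration ratio under a set limit after plate pattern correction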;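 also: plate controls were neutral control wells without compound for no effect and CRF at EC100 for full effect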
The depositor's hits bear a star; . = not tested or not shown. Rows were taken by chance. Share with any hit: about 4.2%.

SMILES	TAAR1 antagonist	TAAR1 agonist	CHRM5 agonist	CHRM4 PAM	M1 PAM parental	M5 PAM	CRFR2-BP antag	CHRM5 antagonist	CRFR2-BP ag
COC(=O)c1cccc(Cn2c(Cl)c(/C=N/NC(=O)c3ccccc3Cl)sc2=O)c1	-26	5	0	2	13	-2	-5	-1	0.0
Cc1ccc(S(=O)(=O)N2CCN(C(=O)c3cc4c(C)nn(-c5ccccc5C)c4s3)CC2)cc1	-1	3	-1	10	17	7	-1	-4	1.8
Cn1cccc1-c1cc(C(=O)N/N=C/c2cccc(O)c2)[nH]n1	10	-1	-4	13	6	-3	-18	9	0.3
Cc1cccc(CSc2nncc(=O)[nH]2)c1	-7	6	1	15*	4	-4	13	-5	1.0
N#Cc1c(NCCN)nc(-c2ccccc2)c2c1CCCC2	-28	54*	0	-4	8	-3	-9	7	-0.7
C[C@H]1CN(S(=O)(=O)C(C)(C)C)[C@H](CCO)/C1=C\c1ccccc1	5	-1	-2	6	7	-4	16	2	-1.3
Nc1nnc(SCc2ccccc2F)n1-c1ccccc1	-10	14	-4	1	11	-3	-4	-3	-0.8
COC(=O)c1ccc(C#Cc2ccccc2)o1	-28	4	2	-15	-19	0	20	4	2.4
COCCCn1c(-c2ccc(OC)cc2)nc2c1c(=O)[nH]c(=O)n2Cc1ccccc1	-12	-5	-2	-7	13	3	-3	10	-0.4
O=S(=O)(/N=C(\Nc1ccc(F)cc1)C(F)(F)F)c1ccccc1	-18	8	1	4	14	-3	24	1	-1.8
O=C(NCCc1ccccc1)C1CCCN(S(=O)(=O)c2cccc3nsnc23)C1 (stereo not given)	72*	97*	0	9	-4	-4	-11	13	-0.4
CCOC(=O)CSc1ncnc2c1sc1nc(N3CCOCC3)c3c(c12)CCCC3	-1	2	0	28*	-6	0	-5	-9	2.5
O=C(N=NC(=O)c1ccco1)c1ccc2c(O)n(N3C(=O)c4ccccc4C3=O)c(O)c2c1	-18	2	0	2	-4	-8	14	11	-3.1
O=C(CNS(=O)(=O)c1ccc2ccccc2c1)OCC(=O)c1ccc(Br)s1	22	2	4	-3	-1	6	-3	10	7.1
Cc1cc(NC(=O)CSc2nnc(-c3c[nH]c4ccccc34)n2-c2ccc(F)cc2)no1	2	7	5	-9	-3	-8	4	9	8.1

4 entries already listed, ordered by length of the SMILES, lowest first:
SMILES	TAAR1 antagonist	TAAR1 agonist	CHRM5 agonist	CHRM4 PAM	M1 PAM parental	M5 PAM	CRFR2-BP antag	CHRM5 antagonist	CRFR2-BP ag
Cc1cccc(CSc2nncc(=O)[nH]2)c1	-7	6	1	15*	4	-4	13	-5	1.0
O=S(=O)(/N=C(\Nc1ccc(F)cc1)C(F)(F)F)c1ccccc1	-18	8	1	4	14	-3	24	1	-1.8
CCOC(=O)CSc1ncnc2c1sc1nc(N3CCOCC3)c3c(c12)CCCC3	-1	2	0	28*	-6	0	-5	-9	2.5
O=C(N=NC(=O)c1ccco1)c1ccc2c(O)n(N3C(=O)c4ccccc4C3=O)c(O)c2c1	-18	2	0	2	-4	-8	14	11	-3.1

(listing goes on)
SMILES	TAAR1 antagonist	TAAR1 agonist	CHRM5 agonist	CHRM4 PAM	M1 PAM parental	M5 PAM	CRFR2-BP antag	CHRM5 antagonist	CRFR2-BP ag
COc1ccc(C(=O)Cn2c(=O)oc3ccc(C)cc32)cc1	-10	1	1	-5	-9	-3	13	6	-1.4
COC(=O)c1ccc(N2CCS(=O)(=O)CC2)cc1	23	6	-2	6	13	0	5	5	1.2
CSc1ccccc1NC(=O)c1ccncc1	4	2	1	13	10	0	-5	-4	1.0
O=S(=O)(c1ccc2ncn(O)c2c1)N1CCOCC1	-16	4	-1	0	3	5	22	4	-1.2
CCn1c(C)c(P(=O)(N2CCOCC2)N2CCOCC2)c2ccccc21	20	0	-4	2	10	-4	6	16	-1.5
COc1ccc(NC(=O)C(c2ccccc2F)n2c(=O)c(-c3cc4ccccc4[nH]3)nc3ccccc32)cc1 (stereo not given)	-23	1	4	4	.	3	.	1	.
COc1ccccc1CNc1ccc(N2CCOCC2)c(C(=O)O)c1	14	9	0	12	30	0	-15	-1	0.9
O=C(NCCc1c[nH]c2ccccc12)Nc1ccccc1	14	3	0	-9	6	-4	0	4	0.1
Cc1cc(-c2nnc3n2N=C(c2ccc(F)cc2)CS3)n[nH]1	-52	7	2	-4	-6	-8	-4	16	-0.4
Cc1ccc(-c2noc(C3CCCN(C(=O)c4ccc(C(C)(C)C)cc4)C3)n2)o1 (stereo not given)	24	1	1	-15	-21	-9	-4	16	-1.0
CCOC(=O)c1cc(C)sc1NC(=O)CSC1=NCCS1	-11	5	-5	-2	-27	-1	-1	-6	-0.4
COc1ccccc1NC1=C(Cl)C(=O)N(C2CCCCC2)C1=O	7	12	2	2	15	4	1	-12	-0.3
Cc1cccc(OCC(=O)Nc2ccccc2N2CCCCC2)c1C	-12	1	-1	0	17	14	-4	-21	-0.3
COc1ccc(OCc2ccc(C(=O)N3CCOCC3)cc2)cc1	0	3	4	-4	0	1	-17	-6	4.1
O=C(NC1CCCCCCC1)c1ccc(Br)o1	-19	1	-3	-3	19	6	8	1	-2.0
C/C(=N\Nc1nc(-c2cc(C)ccc2C)cs1)c1cc2ccccc2oc1=O	-10	0	-1	-3	13	-1	5	6	-1.5
COc1ccc(CC2S/C(=C(\C#N)C(=O)NCc3ccco3)N(c3ccc(C)cc3)C2=O)cc1 (stereo not given)	23	15	-1	4	9	0	13	-1	3.3
COc1ccc(-n2cc(CN[C@H]3CCCCNC3=O)c(-c3cccc(F)c3)n2)cc1	-5	4	1	-7	15	-2	-29	6	0.3
CC[C@H](C)[C@H]1O[C@]2(CC[C@@H]1C)C[C@@H]1C[C@@H](CC=C(C)[C@@H](O[C@H]3C[C@H](OC)[C@@H](O[C@H]4C[C@H](OC)[C@@H](O)[C@H](C)O4)[C@H](C)O3)[C@@H](C)C=CC=C3CO[C@@H]4[C@H](O)C(C)=C[C@@H](C(=O)O1)[C@]34O)O2	.	.	-1	-8	8	-5	-7	-5	4.2
Cc1ccc(CN2CCN(/N=C/c3cc(Br)ccc3O)CC2)cc1	4	4	1	11	16	4	6	-12	23
COc1ccc(OC)c(NC(=O)c2nnn(CC(=O)Nc3ccc4c(c3)OCO4)c2N)c1	.	.	-5	-1	-11	4	-5	-1	-0.9
O=C1CSC(c2ccccc2)N1CC12CC3CC(CC(O)(C3)C1)C2 (stereo not given)	2	6	-3	17	-7	2	-14	-11	-2.4
CC1(Oc2cnc(Cl)c3ccccc23)CCN(Cc2ccc(-c3ccccn3)cc2)C1 (stereo not given)	-3	-1	-3	-12	-17	-5	.	2	.
COC(=O)c1cc(Nc2cc(C)nc3ncnn23)cc(C(=O)OC)c1	-24	1	0	10	14	3	-22	-5	-1.0
NNC(=O)c1cc2c(s1)CCCCCC2	-25	2	-1	13	6	7	-3	-4	-1.1
Cc1[nH]c(C)c(S(=O)(=O)N(C)Cc2ccccc2)c1C(=O)N1CCCC1	-17	1	-6	6	-8	2	-22	6	4.2
CC(C)NC(=O)N1CCC(n2nccc2NC(=O)CCOc2ccccc2)CC1	0	1	0	2	8	-4	-6	8	0.4
COc1ccc(OC)c(NC(=O)Nc2nnc([C@H]3C[C@H](O)[C@@H](CO)O3)s2)c1	-20	1	1	2	18	-1	.	3	.
O=C(CSCc1c(Cl)cccc1Cl)Nc1cccnc1	-15	2	0	-3	-10	-4	-4	-2	2.3
C=C/C(C)=C/C[C@H]1C(=C)CCC2[C@](C)(C(=O)O)CCC[C@@]21C (stereo not given in full)	.	.	1	5	18	9	16	-1	1.6
Cc1cccc(OCCC(=O)NNC(=O)c2ccoc2C)c1	1	-2	2	7	-11	-2	-11	-1	-1.2
CCc1nc2ccc(C(=O)Nc3ccc(NC(C)=O)cc3)cn2c1N(C)CCC(C)C	30	17	4	-9	6	-7	.	4	.
Cc1ccc(S(=O)(=O)NCc2c(-c3ccccc3)c3cc(Cl)ccc3[nH]c2=O)cc1	-6	1	-1	-4	13	-1	-60	-1	-2.3
Cc1cccc(Oc2ncc(-c3ccc(Cl)cc3)cn2)c1C	6	17	-5	-9	1	2	-15	-13	6.0
COCOc1ccc(-c2cc(=O)c3c(O)cc(OCOC)cc3o2)cc1	1	1	1	4	5	1	1	-1	0.1
C/C(=N\N=C(N)N)c1cccc([N+](=O)[O-])c1	8	1	-4	15	10	0	-3	-3	1.2
Cc1ccc(NC(=O)Cc2c(Cl)cccc2Cl)cc1S(=O)(=O)N(C)C	5	-1	-5	0	-1	-10	26	2	0.8
Cc1ccc2cc(C#N)c(N3CCCN(C(=O)C4CCCO4)CC3)nc2c1C (stereo not given)	42	17	4	16	4	-3	6	7	5.0
C[N+](C)(C)CCN(Cc1ccc(Cl)cc1)c1ccccn1	-9	2	-5	-12	6	-15	14	11	-1.0
COc1cccc(NC(=O)CCNS(=O)(=O)c2ccc(Br)s2)c1	11	1	-3	-5	-15	3	16	11	-1.1
Cc1ccc(Nc2nc(N)nc(CN3CCN(Cc4ccccc4)CC3)n2)cc1Cl	-7	2	-3	-1	-1	2	4	0	-0.9
COc1ccccc1CNC(=O)COc1cc2c(c3oc(=O)cc(C)c13)CCC(C)(C)O2	53*	4	-2	-14	-14	-15	27	7	-1.3
CN1CCN(S(=O)(=O)c2ccc(N3CCN(S(=O)(=O)c4cccs4)CC3)nc2)CC1	-19	4	-2	-8	20	-1	-21	-3	4.2
CC(C)c1ccc(N(C(=O)c2csnn2)C(C(=O)NC(C)(C)C)c2ccncc2)cc1 (stereo not given)	-4	1	2	1	2	6	-6	-6	-0.4
CN(C)S(=O)(=O)c1cccc2c1C(=O)c1ccccc1C2=O	-5	1	-2	-2	5	-2	-5	4	0.4
CCCN1CCN(C(=O)C(C)n2nc(C)c3sc4ccccc4c3c2=O)CC1 (stereo not given)	-10	4	-7	2	2	-1	-7	8	-1.1
Cc1nn(C)c(C)c1NC(=O)CSc1nc(-c2ccccc2F)nc2c1cnn2-c1ccccc1	-5	2	-1	8	-3	1	-7	-4	-2.1
CCCCCC(=O)N1C[C@H](n2cc(-c3ccc(F)cc3)nn2)[C@@H](O)C[C@@H]1c1ccc(OC)cc1	-1	3	2	0	25	7	-7	-6	0.6
Nc1nc(CN2CCN(Cc3ccccc3)CC2)nc(Nc2ccc3c(c2)OCCO3)n1	-11	6	-4	-1	11	-5	15	-1	-2.2
C=CCN(c1ccccc1)S(=O)(=O)c1cccc2cccnc12	-44	-2	-5	16	22	-4	-14	11	-2.6
CC1CC(C)CN(C(=O)Cn2c(=O)oc3cc(S(=O)(=O)N4CCCC4)ccc32)C1 (stereo not given)	-10	0	-3	-3	-4	-2	-12	3	-0.7

Source: PubChem
